Bioassay records deposited in PubChem by several laboratories.
MC4R antag cAMP = MC4R antagonists of cAMP signaling, primary screen, cell-based, TR-FRET, antagonist arm of biased-ligand search. Melanocortin receptor 4 (Homo sapiens), P32245. MC4R-expressing cells, MTII-stimulated cAMP, LANCE TR-FRET. inhibition, % at 6.5 µM. 0.48% of 360,000 active. AID 540295, 2011;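 active = inhibition above its plate's cutoff, the mean of tested wells on that plate plus 3 SD, cut at about 29% in these data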;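 note: 0% = Melanotan II alone and 100% = Melanotan II plus saturating MCL0020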
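System: U2OS cells stably expressing human melanocortin 4 receptor (MC4R). Reagent: Melanotan II challenge after compound preincubation. Doses: 6.5 µM. Times: 30-min compound, 1-h challenge, 1-h detection, room temperature. Measured by: TR-FRET with Eu-cAMP and labeled anti-cAMP, 671 nm. Replicates: singlicate.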
NR2F2 inh = NR2F2 transcriptional activity inhibitors, primary screen, cell-based, luciferase reporter, HEK293T, luminescence. inhibition, % at 8.6 µM. 0.7% of 370,000 active. COUP transcription factor 2 (Homo sapiens), P24468. HEK293T NGFI-A luciferase reporter;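 active = inhibition above a per-plate cutoff, mean inhibition of test wells between control levels plus 3 SD, cut at about 38% in these data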;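 note: cells cotransfected with COUP-TFII expression vector driving the NGFI-A reporter; 0% = median of COUP-TF2 test wells and 100% = reporter-only cells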
Target sequence (P24468 whole entry, looked up): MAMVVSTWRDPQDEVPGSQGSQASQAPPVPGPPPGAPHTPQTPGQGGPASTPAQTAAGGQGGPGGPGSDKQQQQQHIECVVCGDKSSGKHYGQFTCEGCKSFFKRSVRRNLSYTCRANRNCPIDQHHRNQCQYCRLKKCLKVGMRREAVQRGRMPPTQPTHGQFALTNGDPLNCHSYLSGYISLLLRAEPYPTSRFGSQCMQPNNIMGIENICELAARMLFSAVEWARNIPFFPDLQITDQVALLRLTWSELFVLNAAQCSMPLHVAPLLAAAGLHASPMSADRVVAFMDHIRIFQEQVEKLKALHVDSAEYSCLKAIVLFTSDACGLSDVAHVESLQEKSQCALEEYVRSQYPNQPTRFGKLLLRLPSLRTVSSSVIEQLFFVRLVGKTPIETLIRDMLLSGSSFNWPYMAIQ
LMP1 NFkB inh = EBV LMP1-driven NF-kappaB luciferase reporter inhibitors, primary screen, cell-based, luminescence, single point; LMP1-induced NF-kappaB luciferase reporter cells; inhibition, % at 12.5 µM; 0.69% of 350,000 active; AID 504558, 2011; in the data active = inhibition above about 41%;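 note: 0% = neutral control wells and 100% = reference inhibitor control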
NCOA1 inh = SRC1 coactivator transcriptional activity inhibitors, primary screen, cell-based, luminescence. 0.12% of 360,000 active. Nuclear receptor coactivator 1 (Homo sapiens), Q15788. AID 588354, 2011. inhibition, % at 3.6 µM. HEK293 GAL4-SRC1 luciferase reporter;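 active = inhibition above the campaign mean plus 3 SD, with each screening campaign given its own cutoff, cut at about 60% in these data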;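 note: 0% = DMSO treated cells and 100% = gossypol at 36 µM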
MC4R barr agon = MC4R agonists recruiting beta-arrestin, primary screen, cell-based, luminescence, agonist arm of biased-ligand search; Melanocortin receptor 4 (Homo sapiens), P32245; U2OS MC4R beta-arrestin complementation; percent of melanotan II response, DMSO zero; activation, % at 8.9 µM; 0.98% of 360,000 active; AID 540308, 2011;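 active = activation above a per-plate cutoff, the mean activation of sample wells on that plate plus 3 SD, cut at about 8% in these data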
NCOA2 inhibitor = inhibition of GAL4-SRC2 driven luciferase reporter, primary screen, SRC2 inhibitor project, cell-based, luminescence | Nuclear receptor coactivator 2 (Homo sapiens), Q15596 | HEK293 GAL4-SRC2 luciferase reporter | inhibition, % at 9 µM | 0.17% of 370,000 active;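 active = inhibition above the mean inhibition of all tested compounds plus 3 SD, set per campaign, cut at about 52% in these data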;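 note: 0% = DMSO treated cells and 100% = cells given Gossypol at 36 µM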
ABHD5-PLIN5 inh = ABHD5-PLIN5 interaction inhibitors, primary screen, cell lysate, split luciferase complementation, luminescence. 0.78% of 360,000 active. inhibition, % at 4 µM. Perilipin-5 (Homo sapiens) + 1-acylglycerol-3-phosphate O-acyltransferase ABHD5 (Homo …. Split G. princeps luciferase complementation, 4 h;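 active = inhibition above the mean inhibition across every tested compound plus 3 SD, cut at about 22% in these data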;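 note: 0% = DMSO only wells and the 100% control is not disclosed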
NCOA3 inh = SRC3 coactivator transcriptional activity inhibitors, primary screen, cell-based, luminescence. inhibition, % at 3.6 µM. HEK293 GAL4-SRC3 luciferase reporter. 0.17% of 360,000 active;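 active = inhibition above a per-campaign cutoff, the mean of all compounds plus 3 SD, cut at about 60% in these data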;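 note: 0% = DMSO-treated cells and 100% = gossypol-treated cells at 36 µM; higher means less SRC3-driven luciferase light from the GAL4 reporter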
NOD2 RIPK2 PPI = NOD2-RIPK2 binding disruptors in cells, primary screen, fluorescence, CHO cells, BLA complementation | CCF4 ratio | 0.38% of 360,000 active | inhibition, % at 4.98 µM; in the data active = inhibition above about 21%;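 note: 0% = vehicle only and 100% = reference blocker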
Target sequence (O43353 whole entry, looked up): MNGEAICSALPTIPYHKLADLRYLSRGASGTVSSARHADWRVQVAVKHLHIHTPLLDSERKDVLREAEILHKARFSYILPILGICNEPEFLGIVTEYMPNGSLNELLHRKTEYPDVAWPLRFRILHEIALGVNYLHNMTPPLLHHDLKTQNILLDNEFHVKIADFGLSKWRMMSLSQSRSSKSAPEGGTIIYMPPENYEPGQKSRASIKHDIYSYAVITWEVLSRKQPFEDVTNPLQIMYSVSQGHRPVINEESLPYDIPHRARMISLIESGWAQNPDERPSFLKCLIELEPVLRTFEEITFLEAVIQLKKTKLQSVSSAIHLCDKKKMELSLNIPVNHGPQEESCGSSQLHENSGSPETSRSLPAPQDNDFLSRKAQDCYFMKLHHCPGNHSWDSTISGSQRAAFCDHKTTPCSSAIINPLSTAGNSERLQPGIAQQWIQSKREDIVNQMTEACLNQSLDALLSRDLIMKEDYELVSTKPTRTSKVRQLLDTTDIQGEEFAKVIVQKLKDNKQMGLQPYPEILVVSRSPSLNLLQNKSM
LRH-1 inv ag = LRH-1 (NR5A2) inverse agonists, primary screen, cell-based, luminescence, HEK293T, StAR-luciferase reporter | Nuclear receptor subfamily 5 group A member 2 (Homo sapiens), O00482 | LRH-1 transfected, 24 h | inhibition, % at 3.6 µM | 0.13% of 360,000 active | AID 602396, 2012;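 active = inhibition above the mean inhibition of all tested compounds plus 3 SD, cut at about 73% in these data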;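 note: 0% = DMSO wells and 100% = reporter-only cells lacking LRH-1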
TLR9-MyD88 block = inhibitors of TLR9-MyD88 association in cells, primary screen, cell-based, CHO, BLA complementation, fluorescence; Toll-like receptor 9 (Homo sapiens) + Myeloid differentiation primary response protein …; CCF4 FRET ratio; inhibition, % at 4.98 µM; 0.21% of 340,000 active; AID 504734, 2011;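 active = inhibition above the mean over all tested compounds plus 3 SD, cut at about 21% in these data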;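 note: 0% = DMSO only wells and 100% = clavulanate BLA inhibitor control wells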
* hit, by the source's call; . = no result given. The list is partial. The share of hits here may be higher or lower than overall.

MC4R antag cAMP	NR2F2 inh	LMP1 NFkB inh	NCOA1 inh	MC4R barr agon	NCOA2 inhibitor	ABHD5-PLIN5 inh	NCOA3 inh	NOD2 RIPK2 PPI	LRH-1 inv ag	TLR9-MyD88 block	molecule
15	7	-3	-8	-0.6	-39	3	-6	3	-4	-6	O=C(NCc1ccccn1)C(=O)NCC1OCCN1C(=O)c1ccc(Cl)cc1 (stereo not given)
27	8	-7	-19	-0.8	-12	9	2	3	-17	2	O=C(Nn1c(-c2ccncc2)nc2ccccc2c1=O)c1ccc([N+](=O)[O-])cc1Cl
12	-3	0	-6	-0.7	23	3	13	4	-8	-14	O=C1CSC(c2ccccc2)N1c1ccc(F)cc1F (stereo not given)
20	-3	-5	1	-0.7	4	1	8	3	6	-4	CCN(CC)C(=O)Cn1c(=O)n(CCCCCC(=O)Nc2ccccc2)c(=O)c2sccc21
7	6	13	1	-1.1	33	-6	24	-1	10	-5	Cn1nnnc1SCC(=O)Nc1ccc(C(=O)N2CCN(Cc3ccccc3F)CC2)cc1
3	-4	0	-8	-3.0	19	24*	-5	5	-12	-4	COC(C/C=C/C(=O)[C@@H](C)OCc1ccccc1)OC
-1	4	-5	-4	-0.3	-39	6	2	2	11	-2	Cc1ccccc1SCc1noc(C(=O)NC(C)C)c1C(=O)O
5	-48	4	-88	-1.9	-39	-2	-62	15	-135	-15	O=C(c1cc(-c2ccc(Cl)cc2)on1)N1CCOCC1
12	-26	-5	-24	-0.3	-3	19	8	-6	8	5	O=C(CCN1C(=O)C2C3CCC(C3)C2C1=O)OCC(=O)c1ccccc1 (stereo not given)
4	-4	0	-15	-0.6	4	5	12	-5	14	4	CCOc1ccccc1OCC(=O)Nc1cccc(S(=O)(=O)N2CCCCCC2)c1
2	-20	-1	-11	-1.4	-8	-6	-4	-6	0	-3	CCOC(=O)CN1C(=O)N[C@@H](c2cccc(C(F)(F)F)c2)[C@@H](C(=O)OC)[C@H]1C
14	-6	5	-7	-1.0	-17	0	15	-8	9	-3	C[C@H](NC(=O)c1ccccc1)C(=O)N1CCC2(CC1)NCCc1[nH]cnc12
20	1	-6	-8	-1.2	5	21	-2	-6	-3	-13	O=C(CC(O)c1ccncc1)c1ccccc1O (stereo not given)
0	-12	-1	0	0.2	0	-5	12	-2	20	-15	CC(C)(C)[C@H]1COC(=O)[C@H](NC(=O)OCC2c3ccccc3-c3ccccc32)C/C=C\C[C@@H](CC(=O)N[C@H](CO)Cc2ccccc2)C(=O)N1
0	5	0	8	0.3	-6	-2	-11	-4	2	13	O=C(Nn1c(=O)[nH]c2ccsc2c1=O)c1ccccc1
6	-1	-8	6	-1.3	-22	3	-15	9	-9	6	O=C(Nc1ccc(SC(F)F)cc1)C1=CC=CN2CCS(=O)(=O)N=C12
0	1	3	-18	2.5	-2	-3	-16	-10	-29	-11	COc1ccc(-c2nc3ccccc3o2)cc1NC(=O)c1ccc(Br)o1
-4	15	-2	-3	0.9	-9	1	18	-3	-1	-2	CC(=O)c1ccn(S(=O)(=O)c2ccc(Cl)cc2)c1
0	4	3	16	-1.8	2	-5	-2	-4	0	1	CCOC(=O)C1CCN(C(=O)c2cn(CCOC)c(=O)c3c2c2ccccc2n3C)CC1
7	1	-5	-2	1.0	11	1	5	-5	-2	1	CCN(CC)C(=O)C1CCN(Cc2ccc(Br)cc2)CC1
4	-14	4	11	1.1	0	-15	5	2	-40	-10	O=C(CC1(O)C(=O)Nc2cc(Cl)cc(Cl)c21)c1ccncc1 (stereo not given)
7	6	-5	0	-0.8	7	6	-72	11	14	5	O=C(NCc1ccccn1)C(=O)NCC1OCCN1S(=O)(=O)c1ccc(F)cc1 (stereo not given)
4	-58	-12	-69	-0.4	-69	7	-72	-3	-61	-17	COc1ccc(C(=O)Nc2cccc(OC)c2)cc1
4	-9	12	2	-0.2	-7	-6	15	9	4	5	COc1ccc(C(=O)NC2CCN(C(=S)Nc3cccc(C)c3)CC2)cc1
-1	0	0	-7	-0.7	-12	4	-4	-1	9	-6	Cc1csc(C(C#N)C(=O)c2ccncc2)n1 (stereo not given)
6	-1	-1	-7	-1.1	6	4	0	0	30	3	O=C(Nc1ccc(F)cc1)c1cccnc1Oc1ccccc1
20	-5	-16	-58	-3.2	-42	3	-55	-3	-104	-8	Cn1c(=NC(=O)CS(=O)(=O)c2ccccc2)sc2ccccc21
12	-6	-15	-17	-0.4	-5	-3	9	-2	-4	0	C=CCNC(=O)NC(=O)CN1C(=O)NC(c2ccccc2)(c2ccccc2)C1=O
11	-11	9	-6	0.0	-1	0	-2	-7	9	6	Cc1ccc(S(=O)(=O)Nc2nc3ccccc3nc2NCC2CCCO2)cc1C (stereo not given)
2	0	-10	11	-1.8	-15	-2	4	-1	12	-2	CCN(CC(=O)Nc1ccc(OC)cc1)C(=O)c1cc(-c2cccs2)nn1-c1ccccc1

(next part)
MC4R antag cAMP	NR2F2 inh	LMP1 NFkB inh	NCOA1 inh	MC4R barr agon	NCOA2 inhibitor	ABHD5-PLIN5 inh	NCOA3 inh	NOD2 RIPK2 PPI	LRH-1 inv ag	TLR9-MyD88 block	molecule
6	-14	3	9	-1.6	-9	5	11	-19	7	-6	O=C(CSc1ncnc2c1oc1ccccc12)NCC1CCCO1 (stereo not given)
1	-24	9	-2	-1.4	6	-8	-41	-6	8	3	CCC(C)c1ccccc1N1CC(C(=O)N2CCN(S(=O)(=O)c3cccc([N+](=O)[O-])c3)CC2)CC1=O (stereo not given)
8	-10	-23	-31	-2.1	-5	-2	-1	-3	-71	-9	COc1ccc(-c2nnc(SCc3nc4ccccc4s3)n2C(C)C)cc1
7	1	-1	-3	1.9	-2	0	2	-4	-16	-5	CN(C(=O)c1cccc(C(=O)N(C)c2ccccc2)c1)c1ccccc1
-1	-11	-15	-29	-0.4	-47	6	-20	-4	-81	-12	N/C(=N\OC(=O)CC1CCCCC1)c1ccccn1
13	5	7	-11	-1.9	23	4	11	1	-11	-1	Cc1ccccc1NC(=O)NC1(C(=O)N2CCOCC2)CCCCC1
3	2	-12	-5	-0.8	15	1	7	-8	-2	-7	CCCCOC(=O)C1CCCC(C(=O)OCCCC)N1 (stereo not given)
-1	-2	-4	8	-1.1	-31	-1	-5	-10	10	4	Cc1cc(NC(=O)CCC(=O)N(CC(=O)NCC2CCCO2)c2ccccc2)no1 (stereo not given)
2	6	0	-8	-1.7	3	-7	-7	-9	-34	-5	CC1(C)Oc2ccc3ccc(=O)oc3c2[C@@H](O)[C@@H]1O
6	3	-12	-1	-3.2	-7	-2	20	-12	7	-3	O=c1[nH]cc(S(=O)(=O)NCc2ccccc2)c(=O)[nH]1
-39	-10	0	-6	-0.1	12	-5	-16	-8	-6	-4	N#CC1=C(N)Oc2n[nH]c(-c3ccccc3)c2C1c1ccncc1 (stereo not given)
6	15	-16	-6	-1.1	-9	5	8	-8	6	-5	COc1ccc(N)c(C)c1
12	-27	-15	-141	-1.4	-24	2	-110	0	-128	13	Nc1ccc2nc(-c3ccccc3)[nH]c2c1
4	2	-6	-39	0.3	11	8	2	-11	6	-6	Clc1cccc(Cl)c1CO/N=C/c1cccs1
11	9	4	-5	-0.3	9	1	-6	-5	-1	5	COc1ccc(-c2cn3c(C)c(C(=O)N4CCN(c5ccccc5)CC4)sc3n2)cc1
-2	-7	-5	-16	0.3	-3	1	-21	-3	2	-4	O=c1[nH]c(O)c(/C=C2\C=Nc3ccccc32)[nH]1
2	-11	.	0	-0.6	9	-13	8	-5	5	.	CC1(C)C2CC[C@]3(C)C(CC=C4[C@@H]5C[C@@](C)(CO)CC[C@]5(C(=O)O)CC[C@]43C)[C@@]2(C)CC[C@@H]1O (stereo not given in full)
-7	-18	15	11	-1.6	-15	2	22	-8	12	-7	O=C(COc1ccc(Br)cc1)Nc1cc(S(=O)(=O)N2CCCCC2)ccc1N1CCCCC1
3	12	-3	-10	3.9	-29	-2	7	1	7	-5	COc1cc(C(=O)N2CCN(S(=O)(=O)c3cc(C)ccc3C)CC2)ccc1OCC(=O)N1CCOCC1
11	3	-15	-12	-1.7	-20	-1	-10	-4	2	9	CC(=O)c1nc(N2C(=O)C3CC=C(C)CC3C2=O)sc1C (stereo not given)
4	2	-10	2	1.7	0	5	12	1	-26	-12	O=C(CCCOc1ccccc1)Nc1nncs1
3	13	10	10	-1.3	9	-1	-1	-2	25	13	CCCC1CCC(=NNS(=O)(=O)c2ccc(C)c([N+](=O)[O-])c2)CC1 (stereo not given)
7	-9	-4	7	-2.1	-6	-39	8	-6	-12	-1	O=C(NC1C(=O)NNC1c1ccc(Cl)cc1)c1ccc(F)cc1 (stereo not given)
14	-3	6	-19	-0.7	-17	2	-3	2	5	12	O=C1Cc2ccccc2C(=O)N1c1ccc(F)cc1Cl
-4	9	-5	1	-1.0	0	2	-4	-8	10	0	COc1ccccc1NC(=O)CN1CCOCC1
1	10	2	5	-2.7	-1	-8	-3	4	0	-5	CCOc1ccccc1NC(=S)NCCc1ccc(F)cc1
-6	3	-12	3	0.4	-31	-2	20	3	3	4	COC(=O)Nc1ccc(S(=O)(=O)N2CCC(C(=O)NCc3ccc4c(c3)OCO4)CC2)cc1
-2	7	-11	-4	1.7	-24	16	4	19	-23	5	Cc1ccc(-c2nn(-c3cc(N4CCNCC4)ccc3[N+](=O)[O-])c(=O)c3ccccc23)cc1
-2	-16	.	-7	-0.8	1	0	9	-13	28	.	O=c1[nH]c(SCCc2ccccc2)nc2c1CCC2
-6	-28	-1	3	-2.5	-10	1	14	13	6	-4	O=C(Cc1ccccc1)Nc1ccccc1C(=O)N1CCCCC1
-9	-3	1	3	-2.5	-26	-1	-3	-2	4	-6	COc1ccc(NC(=S)NCC2CCN(c3ccc(OC)cc3)C2)cc1 (stereo not given)
10	12	-41	-8	-0.9	11	5	-1	4	2	4	Cc1cc(N2CCN(C)CC2)nc2ccc(NC(=S)NCCN3CCc4ccccc4C3)cc12
